Assay outcomes as filed in PubChem.
pAkt inh = HTS Assay for Inhibitors of Akt Phophorylation: Primary Screen | Neuro2A IGF-stimulated pAkt S473 HTRF, 20 min; stronger effect = lower value | activity change, % for hits at 50 µM | actives 0.32% (n = 360,000); in the data active means activity change below about -80%; inconclusive means mostly about -51% to -80%; further: on the % scale 0 is the no-effect control and ±100 the full control effect
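Neuro2A cells (4,500/well, DMEM with 0.5% FBS) were treated with compound at a single 50 µM final concentration, stimulated with 6 nM IGF for 20 min at 37 °C, and lysed. Phospho-Akt Ser473 was read by HTRF as 665/615 ratio ×10^4.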
A549 viability = Nrf2 qHTS screen for inhibitors: counterscreen for cytotoxicity; actives 0.16% (n = 390,000); AID 504648, 2011; Potency, µM (series often up to 46 µM), for inactives: at the highest dose activity change, negative = cytotoxicity, actives largely listed as inhibitors; A549 ARE-Fluc cells, CellTiter-Fluor viability, 18-24 h; further: potency means the concentration at half of the fitted maximal effect; on the % scale 0 is the no-effect control and ±100 the full control effect
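Cytotoxicity counterscreen: CellTiter-Fluor fluorescence was measured in A549 ARE_Fluc cells after 18-24 h of compound exposure in a concentration series. The subsequent BugLite luminescent read reports ARE-luciferase activity.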
CCT modulator = High-Throughput Screening for Modulators of Cytosolic Chaperonin Activity | purified chaperonin ATPase assay, HTRF ADP detection, 30 min | activity change, % (no concentration beside the values), hits read low | actives 0.3% (n = 360,000) | AID 651819, 2012; in the data active means activity change below about -30%; further: on the % scale 0 is the no-effect control and ±100 the full control effect
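First, chaperonin was dispensed at 40 nM or 20 nM final depending on batch activity. Next, compounds were pinned at 76 uM and ATP added at 10 uM. After 30 min at 37 °C, ADP detection reagents ran 30 min at ambient temperature.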
EPAC2 ag = qHTS for Agonist of cAMP-regulated guanine nucleotide exchange factor 4 (EPAC2): primary screen. actives 0.079% (n = 360,000). AID 720711, 2013. Rap guanine nucleotide exchange factor 4 (Homo sapiens), Q8WZA2. Potency, µM (top dose mostly 154 µM), without a hit: at the highest dose activation, actives largely listed as activators. EPAC2 activation, biochemical qHTS; response scale: 100% = 6.5 mM cAMP response; further: potency means the concentration at half of the fitted maximal effect; nearly all actives have a fitted effect of over 50% in size
Target sequence (Q8WZA2 whole entry, looked up): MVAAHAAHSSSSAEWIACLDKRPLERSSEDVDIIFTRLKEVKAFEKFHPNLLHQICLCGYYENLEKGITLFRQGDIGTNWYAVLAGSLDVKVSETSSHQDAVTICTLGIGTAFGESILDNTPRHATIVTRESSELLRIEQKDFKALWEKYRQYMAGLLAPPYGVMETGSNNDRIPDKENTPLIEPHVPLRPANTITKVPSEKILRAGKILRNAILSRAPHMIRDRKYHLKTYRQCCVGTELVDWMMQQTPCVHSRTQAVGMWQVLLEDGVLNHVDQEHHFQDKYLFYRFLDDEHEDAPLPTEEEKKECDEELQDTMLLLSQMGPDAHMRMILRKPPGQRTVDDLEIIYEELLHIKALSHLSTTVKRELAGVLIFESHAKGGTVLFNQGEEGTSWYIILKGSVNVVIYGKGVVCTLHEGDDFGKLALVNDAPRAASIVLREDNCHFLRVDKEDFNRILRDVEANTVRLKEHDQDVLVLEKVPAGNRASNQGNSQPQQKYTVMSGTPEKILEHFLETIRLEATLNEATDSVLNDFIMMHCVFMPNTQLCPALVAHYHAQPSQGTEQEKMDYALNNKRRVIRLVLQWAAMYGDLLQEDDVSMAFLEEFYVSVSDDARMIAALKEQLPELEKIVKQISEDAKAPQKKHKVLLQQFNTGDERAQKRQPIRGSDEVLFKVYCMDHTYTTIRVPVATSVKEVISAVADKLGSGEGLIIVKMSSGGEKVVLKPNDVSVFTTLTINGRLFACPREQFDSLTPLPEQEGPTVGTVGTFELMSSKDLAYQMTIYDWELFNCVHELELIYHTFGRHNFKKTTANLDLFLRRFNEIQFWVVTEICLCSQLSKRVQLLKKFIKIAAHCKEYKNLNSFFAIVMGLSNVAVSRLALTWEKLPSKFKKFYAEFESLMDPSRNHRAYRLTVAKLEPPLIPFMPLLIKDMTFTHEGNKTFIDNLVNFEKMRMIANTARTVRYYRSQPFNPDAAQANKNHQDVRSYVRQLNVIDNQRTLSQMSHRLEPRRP
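EPAC2 (100 nM) mixed with Rap1B loaded with BODIPY-GDP (250 nM) plus 50 uM unlabeled GDP; compounds pinned in, 5 min RT, then read every 5 min for 30 min (ex 480, em 540 nm). Normalized to cAMP control.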
TGFb SMAD3 inh = qHTS for Inhibitors of TGF-b | actives 1.2% (n = 410,000) | Potency, µM (top dose mostly 46.1 µM), for the others: at the top dose activity, negative = inhibition, actives largely listed as inhibitors | HepG2 CAGA-GFP TGF-b/SMAD3 reporter, GFP fluorescence, 18 h; TGF-beta stimulated, 500 pg/mL final; further: potency means the concentration at half of the fitted maximal effect; on the % scale 0 is the no-effect control and ±100 the full control effect; nearly all actives have a fitted effect of over 65% in size
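Cell-based qHTS in HEPG2 carrying a CAGA-GFP Smad reporter; compounds added before 500 pg/mL final TGF-beta, 18 h incubation at 37 degrees C, GFP fluorescence quantified per cell by imaging cytometry.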
Nrf2 block = Nrf2 qHTS screen for inhibitors | actives 2.1% (n = 360,000) | Potency, µM (top dose mostly 46 µM), without a hit: at the top dose activity change, negative = inhibition, actives largely listed as inhibitors | A549 ARE-Fluc reporter, luciferase luminescence, 18-24 h; further: potency means the concentration at half of the fitted maximal effect; on the % scale 0 is the no-effect control and ±100 the full control effect; nearly all actives have a fitted effect of over 60% in size
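A549 ARE_Fluc cells, 5000/well, 5% FBS OPTI-MEM; compounds in dose-response, 18-24 h at 37 °C/5% CO2; CellTiter-Fluor viability read (Ex 405/Em 525), then BugLite luciferase luminescence = Nrf2 activity.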
EPAC2 antag = qHTS for Antagonist of cAMP-regulated guanine nucleotide exchange factor 2 (EPAC2): primary screen. Rap guanine nucleotide exchange factor 4 (Homo sapiens), Q8WZA2. AID 720708, 2013. actives 0.18% (n = 360,000). Potency, µM (doses to about 114 µM), for the others: top-dose activity, negative = inhibition, usual class: inhibitors. EPAC2 GEF exchange of Rap1B-BODIPY-GDP, fluorescence; further: potency means the concentration at half of the fitted maximal effect; on the % scale 0 is the no-effect control and ±100 the full control effect; nearly all actives have a fitted effect of over 45% in size; many of its hits are not listed in these tables
Nrf2 activator = qHTS of Nrf2 Activators; AREc32 ARE-luciferase reporter (MCF7-derived line), luminescence, 24 h; Potency, µM (doses to about 46.1 µM), for inactives: top-dose activation, usual class: activators; actives 0.31% (n = 410,000); further: potency means the concentration at half of the fitted maximal effect; % of control where 0% means no effect; nearly all actives have a fitted effect of over 65% in size
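Cells of the AREc32 ARE-luciferase line are plated in OPTI-MEM containing 5% FBS and left overnight at 37 deg C. Compounds are pinned in, incubation continues 24 hr, and firefly luciferase signal is then measured.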
Mm-Cpn inhibitor = Inhibitors of TCP-1 ring complex (TRiC) of Methanococcus maripaludis (MmCpn): qHTS; Potency, µM (top dose mostly 76.9 µM), inactives show top-dose activity, negative = inhibition, actives largely listed as inhibitors; Chaperonin Mm-Cpn (Methanococcus maripaludis); actives 0.031% (n = 330,000); purified Mm-Cpn ATPase, ADP Transcreener TR-FRET; further: potency means the concentration at half of the fitted maximal effect; on the % scale 0 is the no-effect control and ±100 the full control effect; nearly all actives have a fitted effect of over 80% in size
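Compound-treated chaperonin, 25 nM final, turns over 10 uM ATP at 37°C for 30 min following a 10 min preincubation; ADP generated competes with ADP-d2 for Eu-cryptate antibody, lowering FRET.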
* = called active by the depositor; i = inactive; u = inconclusive; x = no result given; & = joins results of further samples; [ ] = dose if it differs, or a comment. Unless noted, the call rests on the fitted dose curve; in most records, active means well fitted curve in the direction sought with a large enough effect; inconclusive means small, poorly fitted or top-dose-only effect, or another doubt; inactive means no such curve, though single readings can be large; an effect the other way counts as inactive or inconclusive. This is a subset (hit frequency here may not be typical).

SMILES	pAkt inh	A549 viability	CCT modulator	EPAC2 ag	TGFb SMAD3 inh	Nrf2 block	EPAC2 antag	Nrf2 activator	Mm-Cpn inhibitor
CC1Cc2cc(/C(O)=C3/C(=O)C(=O)N(CCN4CCOCC4)C3c3cccc(O)c3)ccc2O1 (centres undefined)	i	x	-1.1	2%	1%	1%	2%	0.7%	1%
Cc1ccc(NC(=O)c2cc(-c3ccco3)on2)cc1C	i	2%	1.5	2%	13%	x	6%	3.6%	-1%
CC(Sc1ccc2ccccc2n1)C(=O)O (centres undefined)	i	0%	-2.0	5%	-8%	1%	-1%	3.7%	-15%&-12%
O=C(CSc1n[nH]c(=O)[nH]c1=O)Nc1ccc(C(=O)O)cc1	i	-3%	1.4	5%	12%	0%	9%	-0.3%	0%
O=C(CSc1nccc(-c2cccs2)n1)Nc1ccc(F)c(Cl)c1	i	-1%	-1.2	16%	13µM*	u	u	7.9µM*	5%
Cc1ccc(C(=O)COC(=O)CCN2C(=O)C3C4CC(C(Br)C4Br)C3C2=O)cc1 (centres undefined)	i	-1%	1.1	-8%	3%	-3%	-9%	-0.7%	-1%
O=C1CC(c2cccc([N+](=O)[O-])c2)c2ccc3ccccc3c2N1 (centres undefined)	i	-9%	-1.4	13%	u	8%	-1%	2.3%	0%
COc1ccccc1Oc1ccc2c(c1)C(=O)N(CC(=O)O)C2=O	i	4%	1.4	4%	-2%	-13%	-14%	-0.3%	1%
Cc1ccc(NC(=O)Nc2cccc(C)n2)cc1	i	7%&1%	-12	5%	-14%&-25%	u	0%	18%&21%	-2%
Cc1ccc(CNC(=O)NCc2ccccc2)cc1	i	-1%	0.3	1%	-13%	u	-3%	2.5%	3%
CCCCCCCCC/C(=N\O)c1ccccn1	i	-9%	2.2	-17%	-14%	u	u	3.4%	0%
O=C(NCCc1ccccc1F)C(=O)Nc1nccs1	i	8%	-1.1	9%	1%	u	0%	0.4%	2%
Cc1ccc2c(c1)N=C(c1ccc(F)cc1)CO2	i	-5%	0.5	2%	u	x	6%	u	-4%
COc1cc(S(=O)(=O)n2cnc(C)c2)ccc1Br	i	-4%	1.9	3%	1%	-13%	-12%	-0.3%	-6%
CCCn1nc([N+](=O)[O-])c(C(C#N)c2nc3ccccc3s2)c(Cl)c1=O (centres undefined)	i	13µM*	0.8	-7%	u	u	-24%	u	-2%
O=C(CN1CCCCCC1)Nc1cc(C(F)(F)F)ccc1Cl	i	0%	1.8	-10%	-5%	7%	-3%	0.4%	-4%
O=C(N/N=C/c1cccn1-c1ccc(O)cc1)c1cccc2ccccc12	i	1%	-4.0	1%	0%	-7%	6%	3.2%	4%
CN(C)S(=O)(=O)c1cccc(NC(=O)COC(=O)COc2ccccc2[N+](=O)[O-])c1	i	-1%	-4.2	14%	0%	5%	2%	0.8%	0%
CCOc1ccc(NC(=O)N(CC(C)C)CC(C)C)cc1	i	2%	-1.1	-10%	-10%	17%	5%	-0.1%	0%
CN1CCN(c2nnc(-c3ccc(Cl)cc3)c3ccccc23)CC1	i	-9%	-2.1	9%	-7%	-6%	4%	2.4%	1%
O=C(Cc1cccc([N+](=O)[O-])c1)Nc1ccc(C(=O)N2CCCCC2)cc1	i	-2%	-0.4	7%	u	u	5%	-0.6%	-1%
Cc1nn(C)c2c1c(C(F)(F)F)cc(=O)n2CC(=O)N1CCCCC1	x	-2%	x	x	8%	-4%	x	-0.2%	x
O=C(Nc1cccc(C(F)(F)F)c1)C(=O)N1CCCCC1	i	1%	-1.0	0%	4%	u	-14%	1.6%	1%
CCOC(=O)c1c(C)oc2nc(C)nc(N(CC(C)C)CC(C)C)c12	x	12%	x	x	u	-23%	x	-1.1%	x
O=C(CN1C(=O)c2ccccc2C1=O)Nc1nnc(C2CCCO2)s1 (centres undefined)	i	-2%[1.84 µM]	0.0	-6%	-5%	-8%	-6%	0.2%	2%

Complete entries as entered above:
Listed for `O=C(CSc1nccc(-c2cccs2)n1)Nc1ccc(F)c(Cl)c1` → pAkt inh: i; A549 viability: -1%; CCT modulator: -1.2; EPAC2 ag: 16%; TGFb SMAD3 inh: 13µM*; Nrf2 block: u; EPAC2 antag: u; Nrf2 activator: 7.9µM*; Mm-Cpn inhibitor: 5%
Listed for `COc1cc(S(=O)(=O)n2cnc(C)c2)ccc1Br` → pAkt inh: i; A549 viability: -4%; CCT modulator: 1.9; EPAC2 ag: 3%; TGFb SMAD3 inh: 1%; Nrf2 block: -13%; EPAC2 antag: -12%; Nrf2 activator: -0.3%; Mm-Cpn inhibitor: -6%

Additional results.
SMILES	pAkt inh	A549 viability	CCT modulator	EPAC2 ag	TGFb SMAD3 inh	Nrf2 block	EPAC2 antag	Nrf2 activator	Mm-Cpn inhibitor
CC(=O)c1ccc(OCC(=O)Nc2ccccc2C(=O)NC2CC2)cc1	i	-6%	-3.1	8%	-3%	-6%	15%	-0.3%	-13%
Cn1cc(CCNC(=O)C2CCC(=O)N(CCc3ccc(Cl)cc3)C2)cn1 (centres undefined)	i	-6%	-3.3	3%	u	12%	14%	0.0%	3%
Cc1nn(-c2ccc(Cl)cc2)c(Cl)c1/C=N/NC(=O)c1ccc(NS(=O)(=O)c2cccs2)cc1	i	-12%	-0.1	2%	u	u	4%	3.4%	x
COc1ccc(NC(C)=O)cc1NC(=O)CN1CCN(S(=O)(=O)c2ccc(C(C)C)cc2)CC1	i	-6%	-2.4	18%	u	x	-1%	-0.5%	1%
COc1ccc(C)cc1NC(=O)CCN1CCN(c2ccccc2)CC1	i	5%	1.8	10%	21%	-21%	-5%	-0.4%	3%
COc1ccc(NC(=O)c2cc([N+](=O)[O-])ccc2NC(=O)CNCc2ccccn2)c(OC)c1	i	3%	-4.0	10%	5%	7%	-1%	18%	1%
CCC(C)C(=O)N1CCc2cc(-c3csc(N)n3)ccc21 (centres undefined)	i	-9%	1.8	-8%	6%	17%	0%	-0.7%	-1%
O=C(/C=C/c1ccc2c(c1)OCO2)Nc1ccc(Cl)cn1	i	-21%	-3.6	9%	-6%	u	10%	3.0%	-1%
CCN1C(=O)[C@H]2[C@@H](c3ccc(-c4ccccc4)cc3)N3CCCC[C@@]3(C(=O)OC)[C@H]2C1=O	i	1%	1.1	20%	1%	u	-10%	0.5%	-1%
COc1ccc(Nc2ncnc3onc(C)c23)cc1Cl	x	3%	x	x	9%	-8%	x	0.1%	x
Cc1cc(-c2ccc(C)c(S(=O)(=O)NCCCN(Cc3ccccc3)C(C)C)c2)on1	i	2%	-3.1	25%	u	2%	7%	0.3%	-2%
O=C(C1=C[C@@H](c2coc3ccccc3c2=O)C[C@@H](OCc2ccc(CO)cc2)O1)N1CCCCCCC1	i	-11%	-5.8	16%	u	-9%	6%	4.6%	x
Fc1ccc(Nc2c3c(nc4ccccc24)CCC3)cc1	i	-8%&-11%	2.7	0%	u	u	8%	2.0%&4.7%	2%
O=C(c1ccc(Cl)cc1)c1cn[nH]c1-c1ccccc1O	x	-14%	-0.3	-4%	0%	-11%	-5%	0.2%	3%
O=c1c(Cc2ccccc2)c(O)nc2n1CCCS2	i	-11%	0.2	-3%	-5%	-6%	5%	-0.1%	-8%
CCC(=O)c1c[nH]c(C(=O)N2CCOCC2)c1	i	3%	-1.8	15%	0%	-6%	11%	-0.2%	-5%
NC(=O)CC(NC(=O)Cc1cccc2ccccc12)c1ccc(NCC2CC2)c([N+](=O)[O-])c1 (centres undefined)	i	-9%	0.4	-2%	-10%	3%	-9%	0.4%	0%
CCOc1ccc(-c2nnc(SCc3nnc(-c4ccccc4)o3)n2-c2ccccc2F)cc1	i	-6%	-0.1	13%	-1%	-5%	5%	4.7%	0%
CC1CN(C(=O)COC(=O)c2cnc(Cl)c(Cl)c2)CC(C)O1 (centres undefined)	i	-1%	-1.8	-6%	-9%	3%	-2%	15%	0%
COc1ccc(NC(=S)Nc2ccccc2C(F)(F)F)cc1	i	-1%	0.3	1%	1%	21%	0%	-0.4%	0%
CCOC(=O)c1ccc2c(c1)nc(SCC(=O)N1CCCCC1)n2CC	i	2%	0.3	10%	18%	10%	-2%	0.3%	1%
Cc1cccc(OCC(O)CN2C(C)(C)CC(O)CC2(C)C)c1 (centres undefined)	i	0%	-0.1	3%	-7%	-10%	-1%	-0.7%	x
CCc1sc(C(=O)N2CCc3cc(OC)c(OC)cc3C2CC(=O)O)cc1C (centres undefined)	i	-1%	0.3	6%	2%	5%	1%	-0.1%	-2%
COc1cncc(-c2cnc3sc(NCCc4ccccn4)nn23)c1	i	x	0.8	2%	7.9µM*	x	-1%	-0.9%	x
O=C(CN1CCN(S(=O)(=O)c2ccc(F)cc2)CC1)Nc1ccnn1C1CCCC1	i	0%	-1.6	5%	-2%	-29%	-1%	0.4%	1%
Cc1ccc(-c2noc(CCCN3C(=O)c4ccccc4C3=O)n2)cc1	x	-12%	-2.1	1%	0%	1%	-1%	-0.1%	1%
Cc1ccc(C(=O)OCC(=O)Nc2ccc3c(c2)OCCO3)cc1C	i	1%	-1.3	-1%	11%	4%	-10%	-0.3%	-4%
CC1CCN(C(=O)CCc2nnc3ccc(NCCCN4CCCC4=O)nn23)CC1	i	0%	-1.7	4%	0%	11%	3%	-0.6%	-5%
COc1ccc(CN2C(=NC(=O)C3CCCO3)SC3CS(=O)(=O)CC32)cc1 (centres undefined)	i	1%	-0.2	0%	7%	8%	7%	-0.2%	-1%
